Screens from PubChem BioAssay.
DRD3 agonist: activates the human D3 dopamine receptor. P35462. D3R DiscoveRx beta-arrestin cells, luminescence, 90 min. max activation, %. 410,000 compounds, 0.58% hits. AID 652048; in the data active = max activation above about 30%; note: 0% is about no effect; mostly tested at two doses, the higher about 12 µM
Target sequence (P35462 whole entry, looked up): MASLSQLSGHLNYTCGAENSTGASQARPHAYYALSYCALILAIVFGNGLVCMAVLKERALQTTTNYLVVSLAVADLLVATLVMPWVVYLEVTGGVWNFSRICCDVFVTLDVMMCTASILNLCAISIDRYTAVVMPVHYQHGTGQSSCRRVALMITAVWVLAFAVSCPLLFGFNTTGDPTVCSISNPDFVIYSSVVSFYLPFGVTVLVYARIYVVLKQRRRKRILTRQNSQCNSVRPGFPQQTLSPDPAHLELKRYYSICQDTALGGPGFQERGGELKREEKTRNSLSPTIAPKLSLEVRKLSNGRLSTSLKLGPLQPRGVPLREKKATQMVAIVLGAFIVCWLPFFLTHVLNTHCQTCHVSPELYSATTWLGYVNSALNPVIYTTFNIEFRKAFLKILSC
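Cells at 1500/well, incubated overnight, then treated with pinned compounds (dopamine as control) for 90 min at 37 degrees C. DiscoveRx reagent added for 30 - 60 minutes at room temperature; luminescence read.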
GLP-1R inv ag: inverse agonists of human GLP-1 receptor. HEK293 GLP-1R CRE-luciferase, luminescence, 24 h; GLP-1R form is constitutively active. P43220. 410,000 compounds, 1.6% hits. Potency, µM (titrated, usually from 38.3 µM), without a hit: at the highest dose activity change, negative = inhibition, most hits filed as inhibitors; note: potency is the fitted concentration of half-maximal effect; % is set by controls: 0 for no effect and ±100 for the full control effect; nearly all actives have a fitted effect of over 55% in size
Target sequence (P43220 whole entry, looked up): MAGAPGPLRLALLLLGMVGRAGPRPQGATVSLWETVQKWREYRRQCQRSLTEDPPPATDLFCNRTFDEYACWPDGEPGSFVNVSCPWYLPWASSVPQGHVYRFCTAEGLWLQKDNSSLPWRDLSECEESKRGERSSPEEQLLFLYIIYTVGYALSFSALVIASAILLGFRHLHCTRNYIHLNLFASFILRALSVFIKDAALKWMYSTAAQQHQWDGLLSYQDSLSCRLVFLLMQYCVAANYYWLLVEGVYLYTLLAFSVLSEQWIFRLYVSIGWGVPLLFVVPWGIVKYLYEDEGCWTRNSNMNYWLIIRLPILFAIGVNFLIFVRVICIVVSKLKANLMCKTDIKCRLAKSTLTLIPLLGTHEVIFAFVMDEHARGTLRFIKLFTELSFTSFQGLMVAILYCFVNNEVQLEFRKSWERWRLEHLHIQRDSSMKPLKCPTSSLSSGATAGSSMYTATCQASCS
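GLP-1R inverse agonism mode: basal reporter luminescence in engineered HEK293 cells measured after one day of compound exposure at 37 deg C, with a 12 min room-temperature detection step.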
HEK293 tox: cytotoxicity in counter-screen for GLP-1R inverse agonists; HEK293 cAMP-luciferase reporter cells, luminescence, 24 h; Potency, µM (highest dose often 38.3 µM), for the others: at the top dose activity change, negative = inhibition, most hits filed as inhibitors; 410,000 compounds, 0.13% hits; AID 624418;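 note: loss of luciferase light is scored as toxicity; potency is the fitted concentration of half-maximal effect; % is set by controls: 0 for no effect and ±100 for the full control effect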
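Seeding density was 200 cells/uL; after overnight-length (12 h) culture, 23 nL compounds went on for 24 h at 37 °C. Readout used a luciferase detection reagent, luminescence taken after 12 min at room temperature.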
Active calls of the source: *; ? = inconclusive; [ ] = dose if it differs, or a comment. Unless noted, calls come from the whole dose curve; as a rule, active = well fitted curve in the direction sought with a large enough effect; inconclusive = small, poorly fitted or top-dose-only effect, or another doubt; inactive = no such curve, though single readings can be large; an effect the other way counts as inactive or inconclusive. Only part of the results is shown; the hit share may differ from the screen's.

SMILES | DRD3 agonist | GLP-1R inv ag | HEK293 tox
Cc1ccc(NC(=O)CSC2=Nc3ccccc3C3=NC(Cc4ccccc4)C(=O)N23)cc1C (configuration not stated) | -12 | ? | -16%
Cc1ccc(-c2cc(C(=O)N3CCN(S(=O)(=O)c4ccc(Br)s4)CC3)[nH]n2)c(C)c1 | 7 | ? | -3%
Cc1ccc(N2CC(NC(=O)c3ccc(S(=O)(=O)N4CCCC4)cc3)CC2=O)cc1C (configuration not stated) | -1 | -6% | 1%
CCc1ccc(-c2nc(CSCC(=O)NCc3ccc(C)cc3)c(C)o2)cc1 | -4 | ? | -9%
COc1ccc(CCNC(=O)CCn2c(=O)c3cccn3c3cccnc32)c(OC)c1OC | -9 | 20% | 17%
COc1ccc(C(=O)Nc2cc(-c3nc4ccccc4s3)ccc2OC)cc1 | -25 | -7% | -10%
O=C(CSc1nc2c([nH]c3ccccc32)c(=O)n1-c1ccccc1)N1CCCc2ccccc21 | -11 | 4% | 20%
COc1ccccc1CNC(=O)C1CCN(c2nn3c(=O)cc(C)nc3s2)CC1 | -4 | -1% | 0%
CCN(C(=O)C1CCC(CNS(=O)(=O)c2cccc3nsnc23)CC1)c1ccccc1 (configuration not stated) | 9 | ? | 0%
COc1ccc(-n2ncc(C(=O)NCc3ccc4c(c3)OCO4)c2C2CCN(C(=O)OC(C)(C)C)CC2)cc1 | -2 | ? | -4%
CCCCCCc1cc2cc(-c3cn4c(n3)sc3cc(OC)ccc34)c(=O)oc2cc1O | 5 | 10% | 17%
Cc1ccc(NC(=O)c2cc(S(=O)(=O)N3CCC4(CC3)OCCO4)ccc2F)cc1Cl | 2 | -22% | 3%
Cc1ccc(NC(=O)c2cc3nc(-c4ccc5c(c4)OCO5)cc(C(F)(F)F)n3n2)cc1Cl | 1 | -5% | 7%
Fc1ccc(Nc2nc3ccccc3n3cnnc23)c(F)c1 | 2 | 3% | -5%
CC(=O)c1ccc(NC(=O)Cn2c(=O)nc(-c3ccccc3)c3ccccc32)cc1 | 1 | -8% | 5%
Cc1ccccc1CNC(=O)Cn1ncn2nc(-c3cccs3)cc2c1=O | 7 | 11% | -13%
COc1cccc(NS(=O)(=O)c2ccc3[nH]cc(C(=O)N4CCCC4)c(=O)c3c2)c1 | -9 | -6% | 1%
CC(=O)N1CCCc2cc(S(=O)(=O)Nc3ccc(Cl)cc3F)ccc21 | -10 | ? | ?
O=C(Nc1ccc(S(=O)(=O)N(Cc2ccccc2)c2ccccc2)cc1)c1ccc([N+](=O)[O-])cc1 | -14 | 3% | 8%
COc1ccccc1CCNC(=O)Cn1ccc2cc(S(=O)(=O)N3CCCCC3)ccc21 | 1 | ? | 5%
Cc1ccc(S(=O)(=O)NCCc2cn3c(C)csc3n2)cc1 | -10 | 11% | 1%
CCOC(=O)c1c(S(=O)(=O)NCC(=O)Nc2cccc(CC)c2)c(C)n(C)c1C | 6 | 1% | -6%
CCCCN(CC)CCNC(=O)C1CCCN(c2ncnc3onc(C)c23)C1 (configuration not stated) | -14 | 1% | 3%
COc1ccc(CN2CCN(c3ncnc4sc5c(c34)CC(C)CC5)CC2)cc1F (configuration not stated) | 11 | 4% | -4%
CCc1cccc(C)c1NS(=O)(=O)c1cc2[nH]c(=O)c(=O)[nH]c2cc1C | 6 | 22% | 2%
CCOC(=O)c1noc2nc(C)n(Cc3cccc(C#N)c3)c(=O)c12 | 8 | -5% | 20%
COc1ccc(-n2c(SCC(=O)NCc3ccccc3)nc3ccsc3c2=O)cc1 | 1 | -12% | -5%
O=C(NC1CC(=O)N(c2ccc(Cl)cc2)C1)c1ccc(S(=O)(=O)N2CCCC2)cc1 (configuration not stated) | -8 | 8% | 0%
O=C(Nc1cccs1)Nc1cc(C(F)(F)F)ccc1Cl | -14 | ? | -23%
Cc1nn(CC(=O)N2CCN(c3cccc(C(F)(F)F)c3)CC2)c(=O)c2cc3sccc3n12 | -6 | 4% | -2%
CCn1c(CN2CCCCC2)nc2cc(NC(=O)COc3ccc([N+](=O)[O-])cc3)ccc21 | -24 | -43% | 4%
CC(CNC(=O)c1cc(-c2ccccc2)n[nH]1)c1ccccc1 (configuration not stated) | 0 | ? | 0%
CCCCNC(=O)c1cccc(NC(=O)c2nsc3ccccc23)c1 | -6 | 20% | -8%
CCNC(=O)C1CCCN(c2nnc(C)c3c(C)n(-c4ccc(C)cc4)nc23)C1 (configuration not stated) | 0 | 14% | 1%
CCn1nc(-c2ccccc2)c(-c2ccccc2)c(C(=O)OCCOC)c1=O | 5 | 15% | 3%
O=C(NC1CC(=O)N(c2ccccc2)C1)c1ccc(S(=O)(=O)N2CCOCC2)cc1 (configuration not stated) | 2 | 4% | 4%
Cc1nnc2c3ccccc3nc(Nc3ccccc3C(=O)O)n12 | 6 | 3% | 6%
CCOc1ccc(CNC(=O)Cc2ccc(NC(=O)N3CCSc4ncccc43)cc2)cc1 | 5 | 2% | -7%
O=C(Nc1ccc2nc(SCCOc3ccccc3Cl)sc2c1)c1cccs1 | 0 | ? | -3%
COc1ccc(S(=O)(=O)N2CCC(n3c(C)nc4cccnc43)CC2)cc1Cl | -9 | -6% | 0%
CCCn1cc(S(=O)(=O)c2ccc(C)c(C)c2)c(=O)c2cc(F)c(N3CCCCC3)cc21 | 9 | -2% | 2%
N#Cc1ccc(NC2=NS(=O)(=O)c3ccccc32)cc1 | -11 | 16% | 15%
CCN(CC)c1nn2c(=O)c(C(=O)NCCc3ccccc3)cnc2s1 | 0 | -2% | -3%
Cc1ccc(-n2nc3c(=O)n(C(C)C(=O)NCc4ccc(OC(C)C)cc4)nc(C)c3c2C)cc1 (configuration not stated) | -8 | ? | ?
Cc1ccc(-n2ncc(C(=O)NCc3ccco3)c2C2CCN(C(=O)OC(C)(C)C)CC2)cc1 | 3 | ? | -3%
CC(C)Oc1ccc(CNC(=O)C2CCCCN2S(=O)(=O)c2ccc(F)cc2)cc1 (configuration not stated) | -7 | ? | 2%
CCc1cc2c(-c3ccccc3)cc(=O)oc2c2c1OCN(Cc1ccc(C)cc1)C2 | -17 | -2% | 116%[activator]
Cc1ccc(S(=O)(=O)c2cn(C)c3cc(N4CCOCC4)c(F)cc3c2=O)c(C)c1 | 5 | 11% | -2%
COc1ccc(C(=O)NCC(c2ccc(N(C)C)cc2)N2CCc3ccccc32)cc1 (configuration not stated) | 5 | 10% | -17%
Cc1ccc2c(c1)N(C(=O)N1CCC(C(=O)Nc3cccc(F)c3)CC1)CCO2 | 8 | -25% | -5%
O=C(Cc1cccs1)NC1CC(=O)N(c2ccc(F)cc2)C1 (configuration not stated) | -6 | 12% | 13%
Cn1c(=O)c2sccc2n2c(CCC(=O)NCc3ccc(F)cc3)nnc12 | -8 | 1% | -1%
CCc1cccc(NC(=O)Cn2nc3c4cc(F)ccc4n(Cc4cccc(C)c4)cc-3c2=O)c1 | 4 | -23% | -9%
O=C(c1cc2c(s1)-c1ccccc1OC2)N1CCN(c2ccc(F)cc2)CC1 | -8 | ? | -8%
COc1ccc(C2c3c(n(C)c4ccccc34)C(=O)N2CC(=O)Nc2ccccc2F)cc1 (configuration not stated) | -30 | ? | -34%
COCCCNC(=O)C1CCC(Cn2c(=O)c3sccc3n(Cc3ccc(F)cc3)c2=O)CC1 (configuration not stated) | 7 | 3% | 1%
CCc1ccccc1NC(=O)CSc1nc2c(oc3ccccc32)c(=O)n1-c1ccccc1 | 1 | 13% | -7%
O=C(Cn1cc(C(=O)c2ccco2)c2ccccc21)Nc1ccccc1Cl | -5 | -16% | 5%
COc1ccc(Cn2ccc3nc(C)c(C(=O)N4CCN(c5cccc(OC)c5)CC4)cc3c2=O)cc1 | 10 | -16% | 5%
O=C(Cn1c(-c2cccs2)cc2cc(F)ccc21)N1CCCCC1 | 4 | ? | -10%

Structural class, those above containing a nitro group on carbon
SMILES | DRD3 agonist | GLP-1R inv ag | HEK293 tox
O=C(Nc1ccc(S(=O)(=O)N(Cc2ccccc2)c2ccccc2)cc1)c1ccc([N+](=O)[O-])cc1 | -14 | 3% | 8%
CCn1c(CN2CCCCC2)nc2cc(NC(=O)COc3ccc([N+](=O)[O-])cc3)ccc21 | -24 | -43% | 4%

Ordered by length of the SMILES (descending): some entries from above.
SMILES | DRD3 agonist | GLP-1R inv ag | HEK293 tox
Cc1ccc(-n2nc3c(=O)n(C(C)C(=O)NCc4ccc(OC(C)C)cc4)nc(C)c3c2C)cc1 (configuration not stated) | -8 | ? | ?
COc1ccc(Cn2ccc3nc(C)c(C(=O)N4CCN(c5cccc(OC)c5)CC4)cc3c2=O)cc1 | 10 | -16% | 5%
CCCn1cc(S(=O)(=O)c2ccc(C)c(C)c2)c(=O)c2cc(F)c(N3CCCCC3)cc21 | 9 | -2% | 2%
CCc1cccc(NC(=O)Cn2nc3c4cc(F)ccc4n(Cc4cccc(C)c4)cc-3c2=O)c1 | 4 | -23% | -9%
COc1ccc(C2c3c(n(C)c4ccccc34)C(=O)N2CC(=O)Nc2ccccc2F)cc1 (configuration not stated) | -30 | ? | -34%
CCc1ccccc1NC(=O)CSc1nc2c(oc3ccccc32)c(=O)n1-c1ccccc1 | 1 | 13% | -7%
CCc1cc2c(-c3ccccc3)cc(=O)oc2c2c1OCN(Cc1ccc(C)cc1)C2 | -17 | -2% | 116%[activator]
COc1ccc(C(=O)NCC(c2ccc(N(C)C)cc2)N2CCc3ccccc32)cc1 (configuration not stated) | 5 | 10% | -17%
O=C(c1cc2c(s1)-c1ccccc1OC2)N1CCN(c2ccc(F)cc2)CC1 | -8 | ? | -8%
Cn1c(=O)c2sccc2n2c(CCC(=O)NCc3ccc(F)cc3)nnc12 | -8 | 1% | -1%
O=C(Cn1cc(C(=O)c2ccco2)c2ccccc21)Nc1ccccc1Cl | -5 | -16% | 5%
CCN(CC)c1nn2c(=O)c(C(=O)NCCc3ccccc3)cnc2s1 | 0 | -2% | -3%
O=C(Cn1c(-c2cccs2)cc2cc(F)ccc21)N1CCCCC1 | 4 | ? | -10%
O=C(Cc1cccs1)NC1CC(=O)N(c2ccc(F)cc2)C1 (configuration not stated) | -6 | 12% | 13%
N#Cc1ccc(NC2=NS(=O)(=O)c3ccccc32)cc1 | -11 | 16% | 15%

Further records follow:
SMILES | DRD3 agonist | GLP-1R inv ag | HEK293 tox
CC(C)CCNC(=O)Nc1ccc2c(c1)N(C)C(=O)c1ccccc1S2 | -10 | ? | ?
Cc1ccc(-c2nonc2NC(=O)c2ccc(F)cc2)cc1C | 0 | -14% | 0%
Cc1ccc(CNC(=O)C2COc3ccccc3C2)cc1 (configuration not stated) | -11 | 7% | 1%
CCOC(=O)c1sc(NC(=O)c2nc3ncccn3n2)c(C(=O)OC(C)C)c1C | -1 | 3% | -1%
Cc1ccccc1C(=O)NCc1nc(-c2ccc(Cl)cc2)no1 | 0 | ? | -1%
Cc1ccc2c(c1)c(=O)c1ccccc1n2CCCC(=O)Nc1c(F)cccc1F | 14 | 13% | 98%[activator]
CCOC(=O)c1c(S(=O)(=O)N2CCCC(C(=O)N3CCN(c4cc(C)ccc4C)CC3)C2)c(C)n(C)c1C (configuration not stated) | -3 | 5% | -3%
COC(=O)c1c(NC(=O)C(C)Oc2ccc(Cl)cc2Cl)sc2c1CCCC2 (configuration not stated) | -10 | 6% | 27%
Cc1cccc(NC(=O)c2ccc3c(c2)CCN3S(=O)(=O)c2ccccc2)c1C | -2 | 9% | 6%
Cc1nc2nc(SCC(=O)NCCc3ccc(Cl)cc3)nn2c(C)c1Cc1ccccc1 | 0 | ? | 0%
CCOc1ccc2nc(N3CCN(C(=O)C(C)C)CC3)sc2c1 | 6 | 1% | -4%
